Compound activity (PubChem BioAssay)
TrxR1 substrate: qHTS Assay for Substrates of Mammalian Selenoprotein Thioredoxin Reductase 1 (TrxR1): qHTS | Thioredoxin reductase 1, cytoplasmic (Rattus norvegicus), O89049 | purified TrxR1 substrate turnover, NADPH consumption readout | Potency, µM (titrated, usually from 114 µM), inactives show at the top dose activity change, negative = substrate turnover | 0.01% of 390,000 active; note: potency is the fitted concentration of half-maximal effect; % is set by controls: 0 for no effect and ±100 for the full control effect; nearly all actives have a fitted effect of over 50% in size
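Rat TrxR1, dispensed at 90 nM, was prereduced with 400 uM NADPH (final) for 5 min at ~22 deg C, then incubated with compound 15 min before 400 uM selenite. A first-read NADPH fluorescence drop versus no-compound background flagged substrates.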
mIDH1 inhibitor: qHTS for Inhibitors of mutant isocitrate dehydrogenase 1 (IDH1): qHTS; Potency, µM (doses to about 76.6 µM), for the others: at the top dose activity change, negative = inhibition, hits mostly inhibitors; 0.093% of 390,000 active; IDH1-R132H enzyme, NADPH consumption, diaphorase/resazurin fluorescence; AID 602179, 2012; note: potency is the fitted concentration of half-maximal effect; % is set by controls: 0 for no effect and ±100 for the full control effect; nearly all actives have a fitted effect of over 65% in size
Target sequence (O75874 whole entry R132H, stated change not applied): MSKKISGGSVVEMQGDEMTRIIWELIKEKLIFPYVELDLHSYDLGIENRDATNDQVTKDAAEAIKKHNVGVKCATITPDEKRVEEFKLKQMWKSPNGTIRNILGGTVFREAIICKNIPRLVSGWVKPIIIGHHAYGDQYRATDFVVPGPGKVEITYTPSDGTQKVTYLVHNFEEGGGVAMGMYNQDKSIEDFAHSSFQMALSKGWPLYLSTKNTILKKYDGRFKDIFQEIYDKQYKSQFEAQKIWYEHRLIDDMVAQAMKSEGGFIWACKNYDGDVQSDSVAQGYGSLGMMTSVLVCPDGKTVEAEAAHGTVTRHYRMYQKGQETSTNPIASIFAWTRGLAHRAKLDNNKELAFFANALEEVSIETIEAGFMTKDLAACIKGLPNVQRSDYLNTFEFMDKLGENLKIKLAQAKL
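IDH1-R132H (0.5 ug/mL dispensed) in pH 7.5 Tris buffer was preincubated 30 min with compound, then given a substrate mix of 0.016 mM NADPH and 2 mM alpha-KG for 80 min at room temperature; remaining NADPH was read by diaphorase/resazurin fluorescence.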
TrxR1 inh: qHTS Assay for Inhibitors of Mammalian Selenoprotein Thioredoxin Reductase 1 (TrxR1): qHTS | Thioredoxin reductase 1, cytoplasmic (Rattus norvegicus), O89049 | recombinant rTrxR1, NADPH fluorescence consumption, selenite substrate | Potency, µM (series often up to 114 µM), inactives show at the top dose activity change, negative = inhibition, hits mostly inhibitors | 1% of 390,000 active; note: potency is the fitted concentration of half-maximal effect; % is set by controls: 0 for no effect and ±100 for the full control effect; nearly all actives have a fitted effect of over 65% in size
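Rat TrxR1 (90 nM in the dispensed reagent) was pre-reduced with 400 uM NADPH for 5 min at room temperature, then incubated with compound for 15 min. After 400 uM selenite was added, NADPH fluorescence (Ex 340/Em 450 nm) was followed for 8 min.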
GLS inhibitor: qHTS for Inhibitors of Glutaminase (GLS); Glutaminase kidney isoform, mitochondrial (Homo sapiens), O94925; GLS enzymatic activity, qHTS titration; Potency, µM (highest dose often 45.5 µM), for inactives: at the highest dose activity change, negative = inhibition, actives largely listed as inhibitors; 0.21% of 410,000 active; AID 624170, 2012; note: potency is the fitted concentration of half-maximal effect; % is set by controls: 0 for no effect and ±100 for the full control effect
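Glutamate formation by hKGA was monitored fluorometrically using coupled glutamate oxidase, HRP and Amplex Red. Substrate was added as 1 mM L-glutamine solution; incubation was 30 min at RT after an initial read.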
USP1-UAF1 inh: Inhibitors of USP1/UAF1: Primary Screen. recombinant USP1/UAF1, Ub-Rhodamine cleavage fluorescence. Potency, µM (top dose mostly 57.1 µM), without a hit: top-dose activity change, negative = inhibition, most hits filed as inhibitors. 0.23% of 390,000 active. AID 743255, 2014; note: potency is the fitted concentration of half-maximal effect; % is set by controls: 0 for no effect and ±100 for the full control effect; nearly all actives have a fitted effect of over 60% in size; inactives centre near -12
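High-throughput fluorogenic screen: 1nM USP1/UAF1 complex, Ub-Rho substrate 150nM final, 50mM HEPES pH 7.8 with 0.5mM EDTA, 0.1 mg/ml BSA, 1mM TCEP and 0.01% Tween-20.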
PGK inhibitor: qHTS Assay to Find Inhibitors of Phosphoglycerate Kinase; Phosphoglycerate kinase, glycosomal (Trypanosoma brucei brucei), P07378; Potency, µM (top dose mostly 57.5 µM), without a hit: at the top dose activity change, negative = inhibition, most hits filed as inhibitors; 0.043% of 380,000 active; PGK/GAPDH coupled, Kinase-Glo luminescence, 60 min; AID 602233, 2012; note: potency is the fitted concentration of half-maximal effect; % is set by controls: 0 for no effect and ±100 for the full control effect; nearly all actives have a fitted effect of over 60% in size
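Luminescent ATP detection (Kinase-Glo Plus) follows a 60-minute room-temperature incubation, with wells lacking PGK as controls. Buffer: 100 mM TEA (pH 7.6), 5 mM MgCl2, 0.01% Tween-20. Coupling enzyme GAPDH (100 nM final) supplies unstable 1,3-BPG in-well.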
PI4K2A block: qHTS for small molecular inhibitors of PI4K2A; Phosphatidylinositol 4-kinase type 2-alpha (Homo sapiens), Q9BTU6; purified PI4K2A, ADP-Glo luminescence, 1 h; stronger effect = lower value; activity change, negative = inhibition, % at 76.9 µM; 0.13% of 420,000 active; AID 1346378, 2018; in the data active = activity change below about -50%; inconclusive = mostly about -30% to -49%;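 note: -100% = wells without enzyme as full effect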
Target sequence (Q9BTU6 whole entry, looked up): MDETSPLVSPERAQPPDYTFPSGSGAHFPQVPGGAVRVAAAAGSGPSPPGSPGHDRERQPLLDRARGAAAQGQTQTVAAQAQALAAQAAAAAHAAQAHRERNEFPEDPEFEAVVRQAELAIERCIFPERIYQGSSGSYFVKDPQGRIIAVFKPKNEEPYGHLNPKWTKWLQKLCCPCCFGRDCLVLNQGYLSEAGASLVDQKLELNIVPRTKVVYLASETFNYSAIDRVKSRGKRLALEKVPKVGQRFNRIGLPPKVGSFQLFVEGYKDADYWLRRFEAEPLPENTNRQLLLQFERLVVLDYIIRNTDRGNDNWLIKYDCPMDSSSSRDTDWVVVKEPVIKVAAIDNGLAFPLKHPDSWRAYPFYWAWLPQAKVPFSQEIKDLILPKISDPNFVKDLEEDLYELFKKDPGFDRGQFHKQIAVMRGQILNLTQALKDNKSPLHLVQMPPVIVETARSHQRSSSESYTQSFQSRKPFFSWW
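ADP-Glo luminescence measured ADP generated by PI4K2A enzyme (4 ug/mL before mixing) with 1.2 mM PI substrate (pre-mix) and 300 microM ATP (pre-mix). Tris pH7.5 buffer with MgCl2, Triton X-100; 1 h reaction at ambient temperature.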
HP1b binding inh: HTS for Inhibitors of HP1-beta Chromodomain Interactions with Methylated Histone Tails; AlphaScreen HP1-beta / biotin-H3K9me3 peptide binding; Potency, µM (titrated, usually from 114 µM), without a hit: top-dose activity change, negative = inhibition, actives largely listed as inhibitors; 0.56% of 390,000 active; AID 540317, 2011; note: potency is the fitted concentration of half-maximal effect; nearly all actives have a fitted effect of over 70% in size; inactives centre near 23
Target sequence (P83916 whole entry, looked up): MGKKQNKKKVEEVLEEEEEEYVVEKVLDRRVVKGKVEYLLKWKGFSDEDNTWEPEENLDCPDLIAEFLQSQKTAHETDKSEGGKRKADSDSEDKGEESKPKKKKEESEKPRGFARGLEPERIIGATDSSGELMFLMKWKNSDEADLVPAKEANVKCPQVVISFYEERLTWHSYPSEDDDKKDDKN
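HP1-beta protein (50 nM final) preincubated 30 min at room temperature with biotinylated H3(1-18)K9me3 peptide (50 nM) in PBS pH 7.4, 0.01% Tween-20, then compound added for 30 min. AlphaScreen streptavidin donor/nickel chelate acceptor beads (10 ug/mL final), 30 min dark, luminescence read.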
Pin1 inh: qHTS Assay to Find Inhibitors of Pin1; AID 504891, 2011; Potency, µM (series often up to 115 µM), without a hit: at the top dose activity, negative = inhibition, most hits filed as inhibitors; Pin1 FP peptide displacement, HiFluor488, 10 min; 0.009% of 390,000 active; Peptidyl-prolyl cis-trans isomerase NIMA-interacting 1 (Homo sapiens), Q13526; active = well fitted inhibition curve with a large enough effect in the polarisation, with a control signal flat, not every such curve was filed as active; inconclusive = small, poorly fitted or top-dose-only effect, or effect the other way, or a change in a side signal; inactive = no such curve, though single readings can be large or run the other way; the % refers to the polarisation; note: potency is the fitted concentration of half-maximal effect; % is set by controls: 0 for no effect and ±100 for the full control effect
* hit, by the source's call; i = inactive; ? = inconclusive; / = not tested or not shown; & = joins results of further samples; [ ] = remark or other dose. Unless noted, calls come from the whole dose curve; as a rule, active = well fitted curve in the direction sought with a large enough effect; inconclusive = small, poorly fitted or top-dose-only effect, or another doubt; inactive = no such curve, though single readings can be large; an effect the other way counts as inactive or inconclusive.

molecule | TrxR1 substrate | mIDH1 inhibitor | TrxR1 inh | GLS inhibitor | USP1-UAF1 inh | PGK inhibitor | PI4K2A block | HP1b binding inh | Pin1 inh
Cc1ccc(-n2cc(CNCCN3CCOC3=O)c(-c3cccc(C)c3)n2)cc1 | -18%[57.1 µM] | 10% | 20%[57.1 µM] | 14% | -7% | -5% | 1 | 24% | -5%
CC1SC(=NC(=O)C(C)N2C(=O)c3ccccc3C2=O)NC1=O (centres undefined) | 4% | 6% | 11% | 9% | -14% | -1% | -7 | 17% | 3%
CC1(C)CC(NC(=O)c2ccccc2NS(=O)(=O)c2ccc(Br)cc2)CC(C)(C)N1 | 4% | 0% | 16% | -1% | -19% | i | -1 | 23% | -9%
O=C(CSC(=O)c1ccccc1)Nc1ccccc1F | -4%[2.29 µM] | 6% | -3%[2.29 µM] | -19% | -23% | -3% | 23 | ? | ?
CCNC(=O)CSc1nnc(C2CC2)n1-c1ccccc1 | -3% | -1% | 4% | 1% | -1% | 7% | -4 | 16% | -1%
COc1ccc(CCNC(=O)Nc2ccc([N+](=O)[O-])cc2)cc1OC | -11% | -2% | -10% | 19% | -23% | -4% | 0 | 15% | 4%
COc1ccc(S(=O)(=O)NCC(c2ccco2)N2CCc3ccccc3C2)cc1 (centres undefined) | -1% | 4% | 4% | 9% | -12% | -10% | -4 | 20% | 3%
Cc1cccc(N2CCN(C(=O)c3ccc(NC(=O)CC4SC(N5CCCC5)=NC4=O)cc3)CC2)c1C (centres undefined) | -1% | 2% | -8% | 7% | -23% | -11% | 0 | 9% | 1%
CCN1CCN(CCCNC(=O)Cn2c(-c3cccs3)cc3cc(F)ccc32)CC1 | 57%[activator] | -4% | -5% | 1% | -3% | 0% | 1 | 36% | 6%
CCc1ccc(C(=O)CSc2nc(N)cc(=O)[nH]2)cc1 | 3% | -3% | 13% | 6% | -11% | 7% | -22 | 31% | -7%
CCn1c(NC(=O)c2ccccc2)nc2ccccc21 | 5%[57.1 µM] | 9% | 19% | 2% | -4% | 3% | 7 | 40%[activator] | -4%
Cc1ccc(/C=C(\NC(=O)c2ccc(C)cc2)C(=O)NCCCn2ccnc2)cc1 | -17%[57.1 µM] | 8% | 23%[57.1 µM] | -9% | -16% | -2% | -13 | 31% | 1%
COC(=O)/C=C1\S/C(=N/N=C/c2ccc(Cl)cc2)NC1=O | -6%[57.1 µM] | 6% | 6%[57.1 µM] | 13% | -1% | 11% | -2 | 2% | -12%
O=C(COc1ccccc1Cl)N1CCNC1=O | 0%[57.1 µM] | -10% | 5%[57.1 µM] | -7% | -13% | i | -2 | 34% | -1%
CCC/C(C)=C/c1ccc(CC)cn1 | 5% | 3% | 14% | 12% | -9% | 5% | 0 | 32%[57 µM] | -2%
CCCNC(=O)N1CCC(n2nccc2NC(=O)CCOc2ccccc2)CC1 | 1% | -5% | 8% | 3% | 3% | 1% | -6 | 47%[activator] | 7%
CC1CCN(C(=O)c2ccc(N3C(=O)c4ccccc4C3=O)cc2)CC1 | 3%[57.1 µM] | 7% | -51%[2.29 µM] | 2% | -2% | -7% | -1 | 47%[activator] | 4%
O=C(CCC(=O)N1CCN(c2ccc(O)cc2)CC1)c1cccs1 | 6% | 12% | 17% | -21% | -20% | -9% | 1 | -18% | 4%
COC(=O)C1=C(C(=O)OC)C2C(C)=CC(C)=CN2C(C(=O)OC)=C1C(=O)OC (centres undefined) | 33%[activator] | 5% | ? | -6% | -15% | i | -2 | -7% | ?
CCN(CC(=O)NCc1ccc(Cl)cc1)C(=O)COc1ccc(C)cc1C | 4% | 9% | 9% | -1% | -13% | 0% | -6 | 37% | -15%
COc1cccc(CNC(=O)CC2C(=O)NCCN2Cc2ccoc2)c1OC (centres undefined) | 2%[57.1 µM] | -5% | -21%[57.1 µM] | 0% | -14% | 1% | 3 | 47%[activator] | 4%
O=C(c1cccc(Cl)c1Cl)N(Cc1ccco1)Cc1cccs1 | 1% | / | 13µM* | / | / | / | / | 23%[57 µM] | 8%
O=C1C(=O)N(c2ccc(O)cc2)C(c2ccccc2[N+](=O)[O-])/C1=C(\O)c1ccccc1 (centres undefined) | -10% | 24% | -11% | ? | -19% | -9% | 2 | -29% | -3%
O=C(CN1CCN(S(=O)(=O)c2ccccc2)CC1)NC1CC1 | 3% | 2% | ? | -8% | -16% | -9% | 5 | 25%[57 µM] | -2%
CCN(CC(=O)Nc1c(F)cccc1F)C(=O)C1CCN(C(=O)Nc2ccccc2)CC1 | 1% | -1% | 7% | 8% | -8% | 5% | 0 | 33% | -8%
O=C(O)COc1ccc(-c2nnn(Cc3ccccc3F)n2)cc1 | -4% | 6% | 10%[57.1 µM] | 3% | -11% | i | -9 | 27% | -6%
Cc1ccc(-c2[nH]nc3c2C(C)C(C#N)=C(N)O3)cc1 (centres undefined) | -7% | -2% | -19% | 11% | -10% | -6% | 1 | 10% | -8%
COc1ccc(CCN2C(=O)N(c3cccc(OC)c3)C(=O)C2CC(=O)Nc2ccccc2)cc1 (centres undefined) | -6% | 0% | 13% | 0% | -30% | i | -11 | 47%[activator] | -1%
CCC(=O)Nc1nnc(S(=O)(=O)N2CCc3ccccc32)s1 | 14%&-7% | 0%&3% | 30%&-1% | 4%&0% | -4%&-10% | -8%&6% | ? | 0%&-2% | 48%&6%[activator]
O=C(CCNC(=O)c1ccc(Br)cc1)Nc1ccc(S(=O)(=O)N2CCCCC2)cc1 | -1% | 7% | 11% | 13% | -6% | i | -11 | -2% | 8%
Cc1nc(N2CCN(S(=O)(=O)c3cccc4nonc34)CC2)c2c3c(sc2n1)CCCC3 | 11% | 5% | 17% | 9% | ? | -3% | -2 | -17% | 7%
O=C(CCS(=O)(=O)c1ccccc1)Nc1nc2c(s1)COc1ccccc1-2 | 10% | 8% | ? | 20% | -20% | -1% | -8 | 13% | 0%
CCc1c(Cl)nc(N)nc1Nc1ccccc1Cl | -2%[57.1 µM] | 6% | 6%[57.1 µM] | -1% | ? | i | 3 | 26% | 4%
CCN(CC)S(=O)(=O)c1ccc(N2CCOCC2)c(NC(=O)c2ccc(NC(C)=O)cc2)c1 | -13% | -4% | -20% | -1% | -3% | 7% | 0 | 30% | 2%
O=C(N/N=C/c1cnc(N2CCOCC2)s1)c1ccccc1 | 0%[57.1 µM] | 0% | 2%[57.1 µM] | -6% | 11% | -2% | 61 | ? | -8%
CCC(C(=O)OCC(=O)Nc1ccc2[nH]c(=O)[nH]c2c1)c1ccccc1 (centres undefined) | -4% | 0% | -2% | 7% | -7% | i | -4 | 6% | ?
O=C(CN1CCN(c2ccccc2F)CC1)N1N=CCC1c1ccccc1 (centres undefined) | 0% | 15% | -2% | -3% | -4% | -7% | -3 | 35% | 1%
COc1ccc(OC)c(NC(=O)c2cc3oc4ccccc4c3cc2O)c1 | 15%[57.1 µM] | 3% | 21% | 0% | -19% | -3% | -2 | 36% | 7%
COc1cccc(-c2nnc(SCc3ccc(C#N)cc3)n2Cc2ccco2)c1 | 11%[57.1 µM] | -4% | -49% | 5% | -18% | -1% | -3 | 10% | 15%
CCOc1ccc(CCNC(=O)c2[nH]c(C)c(C(C)=O)c2CC)cc1OCC | -7% | -5% | ? | 0% | -20% | -2% | 2 | 28% | 1%
Cc1ccccc1NC(=O)Cn1c(=O)n(CC2CCCO2)c(=O)c2ccccc21 (centres undefined) | 13% | 1% | 17% | -11% | -19% | i | 6 | 36% | -5%
CC1CCCCN1S(=O)(=O)c1ccc2[nH]c(=O)cc(C(=O)NCCCN3CCCCCC3)c2c1 (centres undefined) | 7% | 1% | -8% | -3% | -21% | 0% | -4 | 12% | 2%
CC(=O)OCC(NC(=O)C1CCCN1C(=O)OC(C)(C)C)C1OC(n2cc(F)c(=O)[nH]c2=O)C(OC(C)=O)C1OC(C)=O (centres undefined) | 3% | / | 7% | / | / | / | / | 20% | 2%
N#Cc1ccc(N=c2ssnc2Cl)cc1 | -4% | ? | ? | ? | -44%&-14% | -10%&-7% | -6&-2 | 7.1µM* | 0%&-10%
O=C(C/C=N/OCc1ccc(F)cc1Cl)c1cnc(-c2ccccc2)s1 | -4% | 7% | -16%[57.1 µM] | 3% | 0% | 2% | -3 | 22% | 25%
O=c1ccc2c(o1)/C(=C/C=C(Cl)Cl)CCC2 | 8%[57.1 µM] | 4% | 7%[57.1 µM] | -1% | 1% | -10% | 1 | 22% | 14%
COc1ccccc1-c1nnc(SCC(=O)N2CC(C)CC(C)C2)o1 (centres undefined) | -2% | 3% | -5%[57.1 µM] | 3% | -6% | 0% | -3 | 29% | -6%

Some of the compounds tested; the hit share may differ from the screen's.
